TPT1 inhibitor: C. albicans TPT1 enzyme inhibition | actives 0.81% (n = 300,000) | AID 1962 | inhibition, % at 5 µM | recombinant caTPT1, FP RNA substrate dephosphorylation;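 active means inhibition above the mean of all tested compounds plus 3 SD, set per screening campaign, cut at about 24% in these data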;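 further: plate controls were DMSO alone for no effect and ferristatin control at 100 nM for full effect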
ZTA DNA inh: blocks Epstein-Barr virus ZTA, an EBNA-1 counter-screen; ZTA-DNA binding, fluorescence polarization; inhibition, % at 11 µM; actives 0.15% (n = 320,000); AID 2234; in the data active means inhibition above about 33%
Target sequence (P03206 whole entry, looked up): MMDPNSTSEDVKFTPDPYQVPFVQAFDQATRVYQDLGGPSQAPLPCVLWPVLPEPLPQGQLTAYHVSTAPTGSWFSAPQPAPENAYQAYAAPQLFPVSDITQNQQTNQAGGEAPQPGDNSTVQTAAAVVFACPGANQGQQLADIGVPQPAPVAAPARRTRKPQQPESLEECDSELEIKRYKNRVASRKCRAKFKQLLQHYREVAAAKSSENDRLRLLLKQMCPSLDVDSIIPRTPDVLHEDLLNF
EBNA-1 inhibitor: blocks EBNA-1 binding to DNA. EBNA-1 DNA binding, fluorescence polarization. inhibition, % at 14.8 µM. actives 0.34% (n = 300,000); in the data active means inhibition above about 28%
Efflux pump inh: inhibitors of Candida antifungal efflux pumps expressed in yeast; S. cerevisiae Candida pump triplex, Nile Red efflux; inhibition, % at 10 µM; actives 0.44% (n = 330,000);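 active means plate passing quality check with inhibition over a set limit, or well fluorescence over plate mean plus 4 SD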;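 further: Nile Red retained in pooled yeast measured as flow cytometry median fluorescence; 0% = buffer negative control and 100% = Enniatin B positive control; higher means more Nile Red kept so more efflux inhibition; some compounds called inactive have numbers as strong as hits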
PP5 inh: blocks human protein phosphatase 5 activity. P53041. actives 0.18% (n = 320,000). purified PP5c, OMFP substrate fluorescence. inhibition, % at 6.7 µM;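 active means inhibition above the campaign's mean inhibition across all tested compounds plus 3 SD, cut at about 9.5% in these data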;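 further: 0% = DMSO only and 100% = 100 µM cantharidin control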
PP1 counter: blocks human PP1-alpha phosphatase, a PP5 counter-screen; P62136; actives 0.9% (n = 320,000); purified PP1alpha, OMFP fluorescence; AID 2235; inhibition, % at 6.7 µM;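 active means inhibition above the mean inhibition of all tested compounds plus 3 SD, computed separately for each screening campaign, cut at about 15% in these data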
Target sequence (P62136 whole entry, looked up): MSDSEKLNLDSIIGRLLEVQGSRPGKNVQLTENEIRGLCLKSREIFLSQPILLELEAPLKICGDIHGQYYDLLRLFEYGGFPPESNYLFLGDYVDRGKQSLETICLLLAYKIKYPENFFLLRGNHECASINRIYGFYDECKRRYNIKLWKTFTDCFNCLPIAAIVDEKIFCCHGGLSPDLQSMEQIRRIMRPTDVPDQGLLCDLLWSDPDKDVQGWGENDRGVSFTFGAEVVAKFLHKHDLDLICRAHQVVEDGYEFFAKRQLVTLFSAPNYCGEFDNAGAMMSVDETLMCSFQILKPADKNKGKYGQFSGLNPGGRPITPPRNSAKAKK
PREPL inh: human PREPL enzyme inhibition | Q4J6C6 | recombinant PREPL, fluorescence polarization activity-based probe | inhibition, % at 5.96 µM | actives 0.68% (n = 320,000) | AID 2751; in the data active means inhibition above about 43%;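 further: 0% = enzyme with DMSO and 100% = wells lacking enzyme; many of its hits are not listed in these tables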
CTSL1 counter: counter-screen for PFM18AAP inhibitors: inhibitors of F. hepatica cathepsin L1. recombinant F. hepatica cathepsin L1, Z-Leu-Arg-MCA fluorescence. inhibition, % at 5.96 µM. actives 0.49% (n = 300,000);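 active means inhibition above the mean of all tested compounds plus 3 SD, set per screening campaign, cut at about 17% in these data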;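 further: 0% = plate median of test compound wells and 100% = 1 µM Z-Phe-Ala-diazomethylketone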
HCV core dimer: blocks dimerization of HCV core protein. TR-FRET GST/Flag-core106 dimerization, 1536-well. inhibition, % at 5 µM. actives 0.33% (n = 300,000). AID 1899;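 active means inhibition above the mean of all tested compounds plus 3 SD, set per screening campaign, cut at about 45% in these data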
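Test system: GST/Flag-tagged HCV core106 proteins; Medium: KF-containing HEPES buffer, pH 7.45, DTT, CHAPS, BSA; Times: compound-protein-antibody incubation 4 h at 22.5 °C; Detection: TR-FRET 671 and 617 nm emission; Benchmarks: wells lacking GST-core106 and wells with excess unlabelled core106.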
The depositor's hits bear a star; / = not tested or not shown. The list is partial (hit frequency here may not be typical).

The line under a structure holds: TPT1 inhibitor	ZTA DNA inh	EBNA-1 inhibitor	Efflux pump inh	PP5 inh	PP1 counter	PREPL inh	CTSL1 counter	HCV core dimer
- CCOC(=O)c1cc(CC)sc1NC(=O)COc1ccc2c(C)cc(=O)oc2c1
→ 5	-13	4	0.1	2.8	-2	-2	-2	-3
- OCCC1CN(Cc2cccn2-c2ccccn2)CCN1C1CCCC1 (stereo not drawn)
→ 1	6	1	-0.1	-1.5	-4	5	-2	-2
- COc1cccc(NC(=O)Cn2cc(C#N)c3ccccc32)c1
→ -3	-3	13	0.0	1.0	-3	-10	1	-6
- O=C(Nc1nnc(S(=O)(=O)N2CCOCC2)s1)c1ccccc1
→ -1	-2	-6	0.3	4.6	-6	20	5	-2
- CCOC(=O)c1ccccc1NC(=O)Cn1cnc2c(cnn2C(C)(C)C)c1=O
→ 3	4	-5	-0.1	-1.1	-5	-2	4	0
- O=C(NCCC1=CCCCC1)C1CCCN(S(=O)(=O)c2ccc(F)cc2)C1 (stereo not drawn)
→ 2	18	5	0.0	-1.2	-5	3	-2	1
- NC(=O)c1cccc2c1-c1ccccc1/C2=N/NC(N)=S
→ -3	0	-1	-0.2	3.6	1	1	4	-5
- O=C(O)CCCCC1CCSS1 (stereo not drawn)
→ 4	-3	10	-0.1	-0.2	2	1	5	23
- CC(=O)N1c2ccc(S(=O)(=O)NCC3CCC(C(=O)NC4CCC(C)CC4)CC3)cc2CC1C (stereo not drawn)
→ -4	10	1	-0.3	0.7	-5	-2	-2	7
- CCO[C@H]1OC(C(=O)O)=C[C@@H](c2coc3ccccc3c2=O)[C@@H]1CCCO
→ 1	10	-2	/	1.6	-2	-2	-2	2
- Cc1ccc(-c2nnn(CC(=O)N(C)C3CCCCC3)n2)o1
→ -3	2	7	0.0	2.3	-2	-2	2	0
- COc1ccc(C(=O)NNC(=S)Nc2ccccc2)cc1
→ 2	10	-2	0.0	0.1	4	4	10	1
- Cc1ccccc1OCC(=O)N1CCc2ccccc2C1
→ 0	6	6	0.0	2.0	-1	18	-1	10
- COc1cccc(CN(C)C(=O)Cc2c[nH]c3ccccc23)c1
→ 3	0	-2	0.1	1.6	-1	4	1	-4
- CCOC(=O)c1c(C)[nH]c(C(=O)COC(=O)c2ccc(N3CCCC3=O)cc2)c1C
→ -2	-11	-3	0.1	0.7	0	3	1	-6
- O=C(CN1CCN(Cc2ccc(Cl)cc2)C1=O)NCCCN1CCN(c2ccc(F)cc2)CC1
→ 0	-2	-4	-0.3	2.8	1	22	-5	-2
- O=C1C2CC=CCC2C(=O)N1Cc1nnc(-c2ccc(Cl)cc2)o1 (stereo not drawn)
→ 6	11	-8	0.1	1.7	6	-6	1	7
- Cc1cc(C)nc(SCc2nnc(SCC(=O)Nc3ncc(C)s3)n2Cc2ccco2)n1
→ 0	19	0	0.0	-4.8	-4	-7	-1	-3
- CCOC(=O)C1=C(CC)Nc2ccccc2N=C1NC(=O)c1cc(S(=O)(=O)N(C)C)ccc1Cl
→ -5	5	3	-0.1	-1.5	-2	7	-1	2
- Cc1cc(NC(=O)CSc2nc3ccccc3s2)no1
→ -3	16	7	-0.1	1.3	2	0	-11	0
- CC(C)C[C@H](NC(=O)c1nc[nH]c1C(=O)NCc1ccccc1)C(=O)OC(C)(C)C
→ 0	3	-3	0.0	7.0	10	-13	4	-11
- CCOCCCNC(=O)C(c1ccc(C)cc1)N(Cc1ccc2c(c1)OCO2)C(=O)c1ccccn1 (stereo not drawn)
→ 1	22	15	0.0	0.8	-2	9	6	1
- CCOC(=O)c1sc(=S)n(CC)c1NC(=O)c1ccccc1C
→ 0	-13	-4	-0.1	1.7	-2	-3	-2	4
- COc1ccc(Cc2nc3ccc(C(=O)N(C)CCO)cc3o2)cc1
→ -2	6	2	-0.1	-2.5	5	16	2	-11
- O=C(Cc1c[nH]c2ccccc12)NCc1ccc(Cl)cc1
→ 5	-19	3	0.1	3.9	-3	-12	-2	1
- Cc1ccc(NC(=O)Cc2nc(-c3c[nH]c(C(=O)N4CCCC4)c3)cs2)c(C)c1
→ /	13	/	0.1	0.9	4	22	/	/
- CC(=O)N1c2ccc(S(=O)(=O)N3CCC(C(=O)NC4CCCCC4C)CC3)cc2CC1C (stereo not drawn)
→ -1	-3	2	0.5	0.0	-3	6	2	-8
- Cc1cc(NS(=O)(=O)c2ccc(NC(=O)Nc3cccc(C(F)(F)F)c3)cc2)no1
→ 4	15	11	-0.2	0.5	-4	7	7	12
- COc1ccc(OCCNS(=O)(=O)c2ccc3oc4ccccc4c3c2)cc1
→ 1	3	21	0.1	-0.2	-1	-33	1	5
- N[C@@H](Cc1cc(I)c(Oc2cc(I)c(O)c(I)c2)c(I)c1)C(=O)O
→ -2	15	11	0.3	0.6	16*	-8	0	-40
- O=C(Nc1ccnn1C1CCN(C(=O)c2cccc(Cl)c2)CC1)C1CC1
→ -4	1	-4	0.2	1.3	6	18	-2	1
- O=C(CC1c2ccccc2Oc2ccccc21)Nc1ccccc1C(F)(F)F
→ -1	1	20	0.0	1.1	1	-3	2	-5
- Cc1cc2oc(=O)c(CC(=O)O)c(C)c2c2occ(C(C)(C)C)c12
→ -2	-6	-5	0.0	-0.3	0	7	-1	9
- O=C(O)CCC(=O)Nc1ccc(C(=O)OC2CCCCC2)cc1
→ 1	2	-4	0.0	3.8	-2	6	-2	-7
- O=C(CN(CC(=O)N1CCOCC1)S(=O)(=O)c1ccc(Br)s1)N1CCOCC1
→ -3	-4	-23	0.0	-1.6	-6	2	2	-1
- CC1CCCCC12NC(=O)N(CC(=O)N1CCN(c3ncccn3)CC1)C2=O (stereo not drawn)
→ /	-6	/	-0.1	2.5	-5	16	/	/
- Cc1nc(CNS(=O)(=O)c2ccc3ccccc3c2)cs1
→ -3	0	1	0.2	2.7	-2	4	0	-5
- CCOC(=O)N1CCC(N(CCN(C)C)C(=S)Nc2cccc(Cl)c2C)CC1
→ 0	16	-6	0.8	2.3	-11	5	1	-7
- Cc1c(-n2cc(C(=O)c3cc(Br)ccc3O)cc(C#N)c2=O)c(=O)n(-c2ccccc2)n1C
→ 37*	4	4	-0.4	-0.7	3	19	3	21
- COC(=O)C(C)SC1=N/C(=C/c2ccc(-n3cncn3)cc2)C(=O)N1 (stereo not drawn)
→ -1	17	8	-0.3	0.8	-2	-2	3	-8

3 of the entries above in order of the PP5 inh value, low to high.
Molecule | PP5 inh
O=C(CN(CC(=O)N1CCOCC1)S(=O)(=O)c1ccc(Br)s1)N1CCOCC1 | -1.6
O=C(Nc1ccnn1C1CCN(C(=O)c2cccc(Cl)c2)CC1)C1CC1 | 1.3
CC1CCCCC12NC(=O)N(CC(=O)N1CCN(c3ncccn3)CC1)C2=O (stereo not drawn) | 2.5

Carrying on:
The line under a structure holds: TPT1 inhibitor	ZTA DNA inh	EBNA-1 inhibitor	Efflux pump inh	PP5 inh	PP1 counter	PREPL inh	CTSL1 counter	HCV core dimer
- COc1cc(OC)cc(N2CC(C)(C)C2=O)c1
→ -1	24	7	-0.2	-1.7	-3	-6	0	-6
- C/C=C(\C)C(=O)Nc1cccc(C2=NOC3(C2)C[C@H](C(N)=O)N(C(=O)c2cc([N+](=O)[O-])cc([N+](=O)[O-])c2)C3)c1 (stereo partly drawn)
→ 1	-15	3	0.1	2.6	3	1	-4	12
- OCc1cn(-c2ccccc2)nc1-c1ccc(-c2nn(-c3ccccc3)cc2CO)cc1
→ -4	-16	10	0.0	6.3	0	6	0	-6
- NS(=O)(=O)c1cccc(NC(=O)CSc2ccccn2)c1
→ -8	-13	-4	0.0	2.4	0	1	0	-1
- Cc1ccc(-c2nnc(SCc3nc(N)nc(Nc4ccccc4C)n3)n2N)cc1
→ 0	-6	1	0.0	0.8	1	-10	0	-3
- CCOc1ccc(Cl)cc1CN1CCOCC1
→ -1	-2	-10	0.1	2.6	5	3	-1	-10
- CCOc1ccc(CCNC(=O)COC(=O)c2cccc(S(=O)(=O)N3CCCC3)c2)cc1OCC
→ -3	11	5	0.1	0.0	-1	-6	-11	4
- Cc1c(CCOC(=O)C23CC4CC(CC(C4)C2)C3)sc[n+]1CC#N
→ -1	6	3	0.0	-0.1	0	-4	2	3
- CCN1CCN(c2ccc(N3CCN(S(=O)(=O)c4cc([N+](=O)[O-])ccc4C)CC3)nn2)CC1
→ 0	10	4	0.0	-2.3	-4	19	0	-1
- COc1ccc(CN2CC(C(=O)NCCCN3CCOCC3)CC2=O)cc1 (stereo not drawn)
→ 1	-15	-1	0.0	4.3	-2	4	21*	-3
- COC(=O)c1ccccc1S(=O)(=O)N(Cc1ccco1)Cc1cc2cc(OC)ccc2[nH]c1=O
→ -1	-16	-1	-0.2	5.1	-2	14	0	4
- O=C(c1cc([N+](=O)[O-])ccc1N1CCOCC1)N1CCCCC1
→ -3	2	6	-0.2	-2.3	-2	2	1	3
- O=C(O)[C@H]1CCC(=O)N1Cc1ccco1
→ -3	-23	-12	-0.1	-0.4	12	-12	3	0
- O=C(NCCCc1ccccc1)c1cccc(Br)c1
→ -1	2	-4	0.0	-0.6	-4	-9	-5	2
- CC(C)(C)c1ccc(S(=O)(=O)N2CCN(CC(=O)NC(=O)NC3CCCCC3)CC2)cc1
→ -1	-9	-18	-0.1	1.0	4	16	3	4
- Cc1sc(N)c(C(=O)c2ccccc2)c1C
→ 8	4	11	-0.1	1.0	-4	0	-3	32
- Cc1cc(C)cc(N2CC(C(=O)O)CC2=O)c1 (stereo not drawn)
→ 0	-16	-6	0.0	3.9	0	6	-3	0
- Cc1cc(C)nc(SCc2cnc(C)nc2N)n1
→ -4	-2	-8	-0.1	1.1	-2	3	-2	1
- O=C(CCC(=O)N(CC(=O)NC1CCCC1)Cc1ccc2c(c1)OCO2)Nc1nccs1
→ 4	-7	-10	0.2	-0.4	-10	5	3	4
- Cc1c(NC(=O)N(C)c2ccccc2)c(=O)n(-c2ccccc2)n1C
→ 1	2	5	-0.1	2.3	-2	-6	0	2
- Cc1c(C)n2c(SCC(=O)Nc3cccc4ccccc34)nnc2[nH]c1=O
→ -2	-2	-11	-0.1	-1.0	7	3	2	4
- COc1cc(CNC(=O)OCC(C)C)cc(OC)c1OC
→ 1	0	-8	-0.1	0.6	0	1	2	-6
- COc1ccc(C(=O)NCc2nnc(SCC(=O)Nc3ccccc3F)o2)cc1
→ -1	-26	1	-0.1	1.4	1	-2	0	-1
- COCCCN(C(=S)NC(=O)C12CC3CC(CC(C3)C1)C2)c1c(N)n(Cc2ccccc2)c(=O)[nH]c1=O
→ 0	-3	0	-0.1	0.3	3	-3	1	2
- COc1cc(C(=S)N2CCOCC2)cc(OC)c1OC(=O)c1cc([N+](=O)[O-])c(C)c([N+](=O)[O-])c1
→ -3	8	-13	0.3	4.1	7	2	-2	41
- CC1CCN(S(=O)(=O)c2cccc(C(N)=O)c2)CC1
→ 2	-5	-5	-0.1	0.0	0	16	-4	-9
- CCCNS(=O)(=O)c1ccc(Oc2ncc(C(F)(F)F)cc2Cl)cc1
→ 0	7	5	-0.1	2.4	4	2	0	9
- CCN(CC)CCOC(=O)c1ccc(NC(=O)/C=C/c2cccs2)cc1
→ -3	0	2	-0.1	0.2	0	-5	1	2
- CCCCCn1c(N)c(-c2nc3ccccc3o2)c2c([N+](=O)[O-])nn(C)c(=O)c21
→ -2	4	1	0.0	-0.3	0	2	4	-8

Screens (PubChem BioAssay)
